TNF necrop inh: blocks TNF-alpha induced death of Jurkat FADD-/- cells | Jurkat FADD-/- TNF necroptosis rescue, ATP luminescence, 24 h; 0 = TNF only, 100 = no-TNF cells | actives 0.068% (n = 220,000) | activation (protection from cell death), % at 10 µM;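 active means activation, meaning protection from cell death, of at least 50% relative to plate controls; inactive means activation below 50%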;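 further: necroptosis triggered by 40 ng/mL TNF-alpha added together with compound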
m-calpain inh: calpain II (pig) inhibition; actives 0.37% (n = 220,000); inhibition, % at 16 µM; purified calpain II, fluorogenic peptide substrate, 30 min;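 active means inhibition above about 50%, limit read from the data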
PERK inhibitor: inhibitors of human PERK kinase; Q9NZJ5; CHO PERK-DD fusion, SEAP luminescence translation reporter; inhibition, % at 5.6 µM; actives 0.17% (n = 220,000); AID 1416;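 active means inhibition above the mean inhibition of all tested compounds plus 3 SD, set separately per screening campaign, cut at about 2.9% in these data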;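 further: PERK kinase domain activated by AP20187 dimerizer at 100 nM; 0% = DMSO with dimerizer and 100% = rapamycin at 8.4 µM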
L929 necroptosis: blocks zVAD induced death of L929 cells; viability rescue, % at 10 µM; actives 0.38% (n = 220,000); L929 zVAD necroptosis rescue, ATP luminescence, 24 h; with zVAD 60 µM; AID 1377;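 active means activation, scaled between plate controls, above about 75%, limit read from the data; inactive means activation under that limit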;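 further: 0% = zVAD with DMSO and 100% = DMSO alone without zVAD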
Rad51 HR inh: Rad51 (human) homologous recombination inhibition; hRad51 DNA strand exchange, fluorescence dequenching; Q06609; AID 1385; actives 0.085% (n = 200,000); inhibition, % at 10 µM;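 active means inhibition above 40% at the single screening dose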;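 further: 0% = DMSO control wells and 100% = blanks with heterologous ssDNA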
Target sequence (Q06609 whole entry, looked up): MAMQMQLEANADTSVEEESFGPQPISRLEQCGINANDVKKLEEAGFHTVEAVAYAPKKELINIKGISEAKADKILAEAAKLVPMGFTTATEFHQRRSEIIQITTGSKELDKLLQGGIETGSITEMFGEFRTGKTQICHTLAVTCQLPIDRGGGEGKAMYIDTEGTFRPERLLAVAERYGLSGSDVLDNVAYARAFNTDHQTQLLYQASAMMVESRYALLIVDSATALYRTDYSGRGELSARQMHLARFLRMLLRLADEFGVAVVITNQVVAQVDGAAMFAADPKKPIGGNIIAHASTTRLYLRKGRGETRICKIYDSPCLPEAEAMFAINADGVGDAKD
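Test system: preformed human Rad51 ssDNA filaments; also added: Donor/quencher-labelled 47-bp dsDNA substrate; doses: 10 µM final, single point; times: 37 °C 15-min filament assembly, 30-min compound preincubation, 15-min exchange; detection: FRET fluorescence dequenching, excitation 485 nm, emission 520 nm; read-out basis: Fluorescence-based percent inhibition, control- and blank-normalised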
MDM2 E3 inh: Mdm2 E3 ligase (human) inhibition; Q00987; cell-based MDM2 ubiquitination luciferase reporter, 2 h; 0 = plate control, 100 = twice control, blank-subtracted; signal enhancement, % at 5 µM; actives 0.11% (n = 210,000); AID 1230;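 active means signal enhancement of 30% or more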;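 further: luminescence tracks abundance of the self-degrading MDM2-luciferase fusion protein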
Target sequence (Q00987 whole entry, looked up, the tested form may be a part): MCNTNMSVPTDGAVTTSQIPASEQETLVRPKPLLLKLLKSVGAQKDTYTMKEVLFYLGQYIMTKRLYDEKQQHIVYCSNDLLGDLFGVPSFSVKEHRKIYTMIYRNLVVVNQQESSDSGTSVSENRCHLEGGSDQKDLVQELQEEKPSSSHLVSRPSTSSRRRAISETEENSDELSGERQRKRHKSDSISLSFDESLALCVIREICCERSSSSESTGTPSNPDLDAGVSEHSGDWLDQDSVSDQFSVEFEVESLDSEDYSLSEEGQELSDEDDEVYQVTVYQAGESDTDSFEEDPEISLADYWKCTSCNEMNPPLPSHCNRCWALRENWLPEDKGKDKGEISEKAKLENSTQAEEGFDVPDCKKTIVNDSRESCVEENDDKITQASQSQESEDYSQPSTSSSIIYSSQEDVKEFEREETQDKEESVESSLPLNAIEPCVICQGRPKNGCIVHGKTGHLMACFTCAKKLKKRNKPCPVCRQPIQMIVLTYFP
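Buffer or medium: Cells held in DMEM | Assay system: Stable mammalian line carrying autodegrading MDM2–luciferase fusion reporter | Quantity: 2000 cells/well | Times: 4 h settle plus 2 h compound, 37 °C | Doses: One concentration, 5 µM, with 0.2% DMSO | Technique: Luminescence with SteadyLite reagent, 15 min at room temperature | Benchmarks: Plate controls and plate blanks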
eIF4E-4G inh: blocks eIF4E binding to eIF4G; P63073+Q04637; inhibition, % at 21.7 µM; AID 782; TR-FRET eIF4E-eIF4GI(517-606) binding, 2 h; actives 0.37% (n = 220,000);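 active means inhibition above about 30%, limit read from the data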;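 further: 0% = full FRET control wells and 100% = background wells lacking eIF4GI fragment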
KCC2 mod: KCC2 (human) Cl- transport modulation | Q9H2X9 | KCC2 cells, thallium flux FluoZin-2 fluorescence | B-score of Tl+ flux slope (higher = more flux/activation; lower = inhibition) at 10 µM | actives 2.2% (n = 190,000) | AID 1456;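 active means thallium flux slope and its plate-corrected score both differing from the plate sample mean at a set confidence after two filtering rounds, in either direction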;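 further: slope of fluorescence scaled to starting intensity during 10 to 20 s after thallium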
EBV gp42 inh: blocks Epstein-Barr virus glycoprotein 42 binding. Q1HVG2. inhibition, % (tested at 21.74 µM). actives 0.42% (n = 220,000). Fluorescence polarization binding assay, mP read-out. AID 1085; in the data active means inhibition above about 50%
Target sequence (Q1HVG2 whole entry, looked up): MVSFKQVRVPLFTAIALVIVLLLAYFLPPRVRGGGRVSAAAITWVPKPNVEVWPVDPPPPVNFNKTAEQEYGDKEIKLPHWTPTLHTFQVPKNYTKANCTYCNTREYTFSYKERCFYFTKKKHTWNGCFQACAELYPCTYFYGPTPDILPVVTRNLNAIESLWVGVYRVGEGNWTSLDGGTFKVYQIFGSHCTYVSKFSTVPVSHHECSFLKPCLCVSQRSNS
Numbers without * were called inactive; i = inactive; . = not tested or not shown; [ ] = another dose, or the depositor's remark.

SMILES	TNF necrop inh	m-calpain inh	PERK inhibitor	L929 necroptosis	Rad51 HR inh	MDM2 E3 inh	eIF4E-4G inh	KCC2 mod	EBV gp42 inh
Nc1nonc1-c1noc(-c2ccccc2)n1	-1.8	-15	0.5	0.2	7	-20	-1	0.87	-6
O=C(NCCC1=CCCCC1)C1CCCN(S(=O)(=O)c2cccc3cccnc23)C1 (centres undefined)	-0.6	-26	-0.3	1.2	-1	-6	-7	.	-8
CCc1ccc(-c2ccc(C(=O)O)cc2)nc1	1.2	13	-0.1	1.1	-6	-18	6[fluorescence artefact?]	-0.16	-9
COC(=O)CCCCNC(=O)Nc1ccccc1	0.4	-7	-0.5	1.0	-1	-18	-2	0.0078	-3
N#Cc1ccc(Sc2ccccn2)c([N+](=O)[O-])c1	1.4	-5	0.8	0.7	7	-14	-5	0.092	-5
Cc1nn(-c2ccccc2)c(C)c1/C=N/O	-2.4	-16	0.9	0.3	-4	-14	-4	-0.18	-4
Cc1c(NC(=O)C2Cc3ccccc3CN2C(=O)c2ccco2)c(=O)n(-c2ccccc2)n1C (centres undefined)	-2.2	5	2.5	-0.1	6	-5	2	0.013	-15
CCN(CCNC(=O)c1ccc2nc(-c3ccccc3NC(C)=O)c(=O)[nH]c2c1)c1ccccc1	-2.3	-16	-0.6	-0.3	-4	-11	0	-0.045	-7
Cc1cc(C)nc(SCC(=O)Nc2ccc(S(=O)(=O)N3CCCCC3)cc2)n1	1.9	-7	-0.2	0.5	-1	-5	0	-0.9	35
NS(=O)(=O)c1ccc(NC(=S)Nc2ccn(Cc3cccc4ccccc34)n2)cc1	-6.7	3	-0.2	0.5	0	-9	-2	0.4	9
COc1ccc(OC)c(C2NC(=O)c3sc(=S)n(-c4ccccc4)c3N2)c1 (centres undefined)	-0.8	-42	-0.2	-0.3	-8	3	.	0.044	-17
O=C(COC(=O)/C=C/c1cccs1)NC(=O)Cc1ccccc1	0.2	37	-0.3	-0.1	-1	-18	-1	-0.2	0
C=CCc1cc(Cl)ccc1OCCN1CC(C)OC(C)C1 (centres undefined)	0.1	12	1.9	1.2	2	-33	0	0.25	-9
Oc1ccc(Cl)cc1C1=Nc2ccccc2N=C(c2ccco2)C1	-4.5	-76	0.7	0.4	0	-5	8	0	-56
CC1CN(C(=O)Cn2cnc3c2c(=O)n(C)c(=O)n3C)CC(C)O1 (centres undefined)	-2.5	-11	1.0	-0.6	-1	-9	2[fluorescence artefact?]	-1.1	-2

One compound at a time, from the list above:
Oc1ccc(Cl)cc1C1=Nc2ccccc2N=C(c2ccco2)C1 across the screens: TNF necrop inh = -4.5; m-calpain inh = -76; PERK inhibitor = 0.7; L929 necroptosis = 0.4; Rad51 HR inh = 0; MDM2 E3 inh = -5; eIF4E-4G inh = 8; KCC2 mod = 0; EBV gp42 inh = -56
CCN(CCNC(=O)c1ccc2nc(-c3ccccc3NC(C)=O)c(=O)[nH]c2c1)c1ccccc1 across the screens: TNF necrop inh = -2.3; m-calpain inh = -16; PERK inhibitor = -0.6; L929 necroptosis = -0.3; Rad51 HR inh = -4; MDM2 E3 inh = -11; eIF4E-4G inh = 0; KCC2 mod = -0.045; EBV gp42 inh = -7

Reprinted at random: 2 entries already listed
SMILES	TNF necrop inh	m-calpain inh	PERK inhibitor	L929 necroptosis	Rad51 HR inh	MDM2 E3 inh	eIF4E-4G inh	KCC2 mod	EBV gp42 inh
Cc1cc(C)nc(SCC(=O)Nc2ccc(S(=O)(=O)N3CCCCC3)cc2)n1	1.9	-7	-0.2	0.5	-1	-5	0	-0.9	35
CCN(CCNC(=O)c1ccc2nc(-c3ccccc3NC(C)=O)c(=O)[nH]c2c1)c1ccccc1	-2.3	-16	-0.6	-0.3	-4	-11	0	-0.045	-7

Molecules from the list above that contain a Cl atom:
SMILES	TNF necrop inh	m-calpain inh	PERK inhibitor	L929 necroptosis	Rad51 HR inh	MDM2 E3 inh	eIF4E-4G inh	KCC2 mod	EBV gp42 inh
C=CCc1cc(Cl)ccc1OCCN1CC(C)OC(C)C1 (centres undefined)	0.1	12	1.9	1.2	2	-33	0	0.25	-9
Oc1ccc(Cl)cc1C1=Nc2ccccc2N=C(c2ccco2)C1	-4.5	-76	0.7	0.4	0	-5	8	0	-56

(further entries)
SMILES	TNF necrop inh	m-calpain inh	PERK inhibitor	L929 necroptosis	Rad51 HR inh	MDM2 E3 inh	eIF4E-4G inh	KCC2 mod	EBV gp42 inh
O=C(/C=C/c1cccc2ccccc12)N1CCOCC1	0.0	-15	-0.5	0.1	-10	-11	-8	-0.58	-9
CCOC(=O)Cn1nc(C)n(-c2cccc(Cl)c2)c1=O	0.9	-12	0.2	1.0	-2	-15	3	-0.41	-6
COc1cc(OC)c(/C=N/NC(N)=S)cc1Br	-2.5	-5	0.0	-0.9	0	-3	2	0.15	-3
O=C(Oc1cccc(NC(=O)c2ccco2)c1)c1cccc(S(=O)(=O)N2CCCCC2)c1	-3.0	21	0.1	1.4	-9	-15	-12[fluorescence artefact?]	0.05	14
CCCCCC(=O)Nc1cccc2ccccc12	1.6	-15	1.6	-0.1	43*	-5	-1	0.54	-3
CNCCCCOc1ccccc1Cc1ccccc1	.	-5	-0.2	.	6	.	0	1.1	-11
COC(=O)c1cc(NC(=O)CC2SC(=Nc3ccccc3)N(CCc3c[nH]c4ccccc34)C2=O)cc(C(=O)OC)c1 (centres undefined)	-16	-52	-1.3	2.2	4	-12	2	-0.49	-18
Cc1ccc(NC(=S)N=Nc2c(O)[nH]c3ccccc23)cc1	-2.5	-4	-1.1	-1.1	-7	-1	-5	4.3*	-3
Cc1ccc(Nc2nnc(-c3ccc(N4CCOCC4)c([N+](=O)[O-])c3)c3ccccc23)cc1	0.5	-23	-0.3	73	-5	3	1	-1.8	-10
O=C(Nc1ncccc1O)c1cccc(S(=O)(=O)N2CCc3ccccc32)c1	-2.2	1	0.3	1.4	-11	-10	-3	0.88	-10
c1ccc2c(c1)CCN(c1nc3cc4c(cc3s1)OCCO4)C2	-3.4	14	-1.1	0.1	-1	-72	3	-1.9	-8
CCOc1ccccc1C(=O)OCC(=O)Nc1ccc(OC(F)F)cc1	3.6	12	-0.4	-0.1	1	0	-4	-0.011	-16
CC1CC(C)CN(CCCNC(=O)Cc2c(C(=O)O)n(C)c3ccccc23)C1 (centres undefined)	2.6	0	0.1	1.0	-6	-6	4	.	-20
CC(C)COC(=O)C1[C@H]2C(=O)N(Cc3cccs3)C[C@]23C=C[C@H]1O3 (some centres undefined)	-1.0	-13	0.2	-0.2	-3	-1	7	-0.027	-20
COc1ccc2oc(=O)c(C(=O)NCc3cccnc3)cc2c1	-0.2	i	0.3	0.9	11	11	1	0.066	-10
c1cnn(-c2nc(N3CCOCC3)nc(N3CCOCC3)n2)c1	-4.7	-8	0.2	22	1	-10	-5	-0.72	-3
COc1ccc(C(=O)/C=C/Nc2cc(C)on2)c(OC)c1	1.8	-6	0.2	20	8	0	-1	-0.2	-9
COc1cc2c(cc1OC)CN(C(=O)CSc1nc(C)cc(C)c1C#N)CC2	-0.9	9	-0.2	.	-6	1	2	-0.12	-4
CC(C)CC1N=C2c3ccccc3N=C(SCc3cc(=O)n4ccccc4n3)N2C1=O (centres undefined)	-3.7	.	-1.4	-0.1	.	.	.	-0.51	.
CN(C1CCCCC1)S(=O)(=O)Cc1ccccc1	5.2	-36	1.1	2.0	3	-5	5	-0.78	-5
COC(=O)c1cccc(C23CC4(C2)[C@H](CN(C)[C@@H]4c2ccccc2)C3c2ccccc2)c1 (some centres undefined)	-0.6	-2	.	-0.3	3	-5	-1	-0.56	-2
CC(=O)Nc1ccc(S(=O)(=O)N2CCN(CC(=O)NC3CCCC3)CC2)cc1	1.5	-17	0.7	1.7	1	-12	2[fluorescence artefact?]	.	-12
O=C(CN1C(=O)c2ccccc2C1=O)N1CCN(c2ccccc2)CC1	0.0	19	-0.4	-0.9	-2	-12	-13	0.098	2
FC(F)(F)c1cc(-c2ccccc2)nc(NCc2cccnc2)n1	5.2	-83	0.1	0.0	3	3	0	-2.1	-12
CC(=O)Nc1ccc(S(=O)(=O)Nc2nc3ccccc3nc2-n2ccc(=NC(=O)c3ccc(F)cc3)cc2)cc1	-0.3	-51	0.3	4.3	-17	5	-1	0.17	41
CC(C)c1ccc(S(=O)(=O)c2nnn3c2nc(N2CCCCC2)c2ccccc23)cc1	1.0	-27	0.6	-0.6	-5	-13	9[fluorescence artefact?]	0.1	-17
CCNc1nc(C)cc(COC)c1C#N	-0.6	-343	0.0	0.4	7	5	4	.	-13
O=C(Nc1cccc(C(F)(F)F)c1)c1n[nH]c(Cn2cncn2)n1	-1.7	0	0.2	0.3	1	-6	7	0.19	6
CCc1ccc(NC(=O)CSc2nc(O)cc(=O)n2C2CCCC2)cc1	-0.6	-19	0.9	2.7	3	-1	3	-1.6	-11
O=C(NCc1cccs1)c1ccncc1	-0.2	13	1.1	0.1	3	-28	11[fluorescence artefact?]	0.5	-2
Cc1cccc(OC(=O)c2cncc(Br)c2)c1	0.4	5	-0.1	2.1	16	-11	3	0.47	-14
O=C(O)COc1ccc(-c2nccc(-c3cccs3)n2)cc1	-1.3	-84	2.2	0.2	.	-20	5	.	50*
CCOC(=O)N1CCN(C(=O)c2ccc(-n3c(C)ccc3C)cc2)CC1	-0.6	-11	1.1	0.3	-5	-8	-1	0.16	-12
O=C1CC(c2ccc(F)cc2)Cc2nc(N3CCN(c4ccccc4)CC3)ncc21 (centres undefined)	0.0	-53	0.5	1.3	-2	-6	5	-0.62	2
CCC1=C(OC(=O)N(CC)CC)N2C(=O)OC(=NCCOC)[C@]2(Cc2ccccc2)[C@H]2C1=CC[C@H]1C(=O)N(C)C(=O)[C@H]12	1.0	-3	.	-1.2	0	8	0	0.19	-22
CC(C)CCNC(=O)CCn1c(=S)oc2ccccc21	0.5	3	0.6	1.0	-2	-18	-3	-0.019	2
Cc1ccc(C2CC(c3ccco3)n3nc(N)nc3N2)cc1 (centres undefined)	1.1	-6	1.3	0.1	8	7	2	0.45	-6
Cc1[nH]nc2c1C(c1cccnc1)N(c1ccc(Br)cc1)C2=O (centres undefined)	-0.4	-4	0.9	-0.1	-4	8	1	0.076	-17
O=c1cccc(-c2ccccc2)[nH]1	0.8	21	-0.3	0.7	-6	.	14	.	2
CCOc1ncccc1C(=O)OCC(=O)Nc1ccc(-c2nc3ccc(C)cc3s2)cc1	2.9	-104	-0.3	.	.	-32	-5	-0.97	-20
Cc1ccc(-n2cccn2)c(CN2CCCC(C(=O)c3ccc4c(c3)OCO4)C2)c1 (centres undefined)	0.5	-19	-0.1	-1.0	-9	-6	3	.	-8
CCc1oc2c(C)c(O)ccc2c(=O)c1-c1ccc2ccccc2n1	-5.8	-7	0.5	-0.4	8	-9	2	.	-1
COc1ccc(NC(=O)C(=O)N/N=C/c2cc(C)n(-c3cccc(Cl)c3Cl)c2C)c(OC)c1	-2.0	-80	0.3	0.1	1	-15	5	1.2	-1
